EPAC1 antag = antagonists of human EPAC1; Potency, µM (titrated, usually from 115 µM), inactives show at the top dose activity change, negative = inhibition, usual class: inhibitors; EPAC1 GEF assay, Rap1b-BODIPY-GDP exchange fluorescence; AID 720709; O95398; 360,000 compounds, 0.14% hits;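 further: potency means the concentration at half of the fitted maximal effect; plate controls were vehicle for no effect and positive control for full effect; nearly all actives have a fitted effect of over 50% in size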
PLK1 PBD block = PLK1 (human) polo-box domain binding inhibition; 360,000 compounds, 2.8% hits; Plk1 PBD binding of FITC phosphopeptide, fluorescence polarization; P53350; Potency, µM, without a hit: max response, negative = inhibition, usual class: inhibitors; further: potency means the concentration at half of the fitted maximal effect; series mostly up to about 57 µM; on the % scale 0 is the no-effect control and ±100 the full control effect; nearly all actives have a fitted effect of over 65% in size
Target sequence (P53350 whole entry, looked up, the tested form may be a part): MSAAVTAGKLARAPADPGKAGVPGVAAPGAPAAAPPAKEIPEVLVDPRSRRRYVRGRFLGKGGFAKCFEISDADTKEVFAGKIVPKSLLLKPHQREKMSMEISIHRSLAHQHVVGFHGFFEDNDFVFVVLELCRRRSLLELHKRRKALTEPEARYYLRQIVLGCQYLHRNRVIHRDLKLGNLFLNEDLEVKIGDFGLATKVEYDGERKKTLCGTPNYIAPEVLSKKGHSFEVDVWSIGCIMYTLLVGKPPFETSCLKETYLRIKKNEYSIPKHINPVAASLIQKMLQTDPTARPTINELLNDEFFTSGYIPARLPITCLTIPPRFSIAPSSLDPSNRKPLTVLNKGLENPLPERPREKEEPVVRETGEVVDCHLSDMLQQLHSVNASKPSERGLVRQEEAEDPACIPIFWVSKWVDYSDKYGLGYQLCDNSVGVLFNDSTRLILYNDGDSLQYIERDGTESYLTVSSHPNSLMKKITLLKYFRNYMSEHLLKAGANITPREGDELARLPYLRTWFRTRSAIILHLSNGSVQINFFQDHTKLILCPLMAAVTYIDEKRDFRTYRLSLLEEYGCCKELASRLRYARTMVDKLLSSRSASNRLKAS
Abeta rescue = restores growth of yeast expressing A-beta42 peptide; 410,000 compounds, 0.063% hits; yeast expressing A-beta42, growth rescue, OD600, 48 h; response scale: 0% DMSO, 100% iron-clioquinol control; Potency, µM (top dose mostly 46.1 µM), for the others: at the top dose growth rescue, usual class: activators; further: potency means the concentration at half of the fitted maximal effect; nearly all actives have a fitted effect of over 55% in size
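Yeast growth medium received pinned compounds, then yeast cells expressing toxic A-beta were added; plates incubated at 30 C for 48 hr. Growth read as absorbance at 600 nm, normalized to DMSO and equimolar FeCl3 plus clioquinol controls.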
PI5P4Ka inh = blocks human PI5P4K alpha kinase activity. P48426. PI5P4Kalpha enzyme, ADP-Glo luminescence, 60 min; hits give low values. max response, %. 330,000 compounds, 1.2% hits. AID 652105; active means max response of -50% or lower; inconclusive means between -30% and -50%; inactive means -30% or higher; further: value at the top dose of about 77 µM; on the % scale 0 is the no-effect control and ±100 the full control effect
Target sequence (P48426 whole entry, looked up): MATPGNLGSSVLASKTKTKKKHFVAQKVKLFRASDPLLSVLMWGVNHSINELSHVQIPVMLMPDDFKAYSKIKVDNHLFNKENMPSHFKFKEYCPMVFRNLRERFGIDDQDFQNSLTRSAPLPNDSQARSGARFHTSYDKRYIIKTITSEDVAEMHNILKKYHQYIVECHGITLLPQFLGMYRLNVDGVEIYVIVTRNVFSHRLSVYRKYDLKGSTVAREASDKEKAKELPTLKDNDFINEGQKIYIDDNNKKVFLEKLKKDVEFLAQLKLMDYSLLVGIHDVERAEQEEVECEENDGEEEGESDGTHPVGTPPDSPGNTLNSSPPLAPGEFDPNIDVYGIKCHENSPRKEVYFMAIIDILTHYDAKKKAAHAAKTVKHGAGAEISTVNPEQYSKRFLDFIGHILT
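Controls without substrate or without enzyme flank wells where PI5P4Kalpha converts substrate using 5 microM ATP (final). Incubation lasts 60 minutes at room temperature; ADP formed is read by ADP-Glo luminescence.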
FUS yeast rescue = rescues growth of FUS-expressing yeast. S. cerevisiae FUS-expressing, growth rescue, OD600, 24 h. Potency, µM (doses to about 76.6 µM), inactives show top-dose growth rescue (activation), most hits filed as activators. 390,000 compounds, 0.24% hits;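 further: potency means the concentration at half of the fitted maximal effect; plate controls were DMSO vehicle for no effect and reference control for full effect; nearly all actives have a fitted effect of over 55% in size; some results filed as inactive show a strong effect at the top dose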
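Toxicity suppression screen in FUS-yeast. Cells induced with 2% galactose, starting OD 0.005, treated 24hr at 30C with compounds at multiple final concentrations; growth by OD600.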
IL2 activator = activators of IL-2. IL-2 activation reporter assay, cell-based qHTS; stimulated with anti-CD3/CD4/CD28 beads; in transgenic mouse T cells. activation, % (series mostly up to about 46 µM). 360,000 compounds, 0.065% hits; in the data active means activation above about 50%; inconclusive means mostly about 30% to 49%; further: 0% is about no effect
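Readout: EGFP and DsRed signals by fluorescent plate cytometry. Unstimulated transgenic mouse T cells received compound 60 min before antibody-bead stimulation, then incubated 18 h at 37 degrees C.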
aSyn yeast inh = inhibitors of alpha-synuclein toxicity in yeast. Yeast expressing alpha-synuclein, growth rescue, BacTiter-Glo, 24 h. 370,000 compounds, 0.14% hits. Potency, µM (series often up to 46.1 µM), for inactives: at the top dose growth rescue (activation), most hits filed as activators; further: potency means the concentration at half of the fitted maximal effect; % of control where 0% means no effect; nearly all actives have a fitted effect of over 65% in size
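Screening used galactose-induced yeast with toxic alpha-synuclein levels, exposed to compound for 24 hr at 30 deg C. Cell growth, read with BacTiter-Glo luminescence, gave the measured signal.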
EPAC1 agonist = agonists of human EPAC1; 360,000 compounds, 0.073% hits; O95398; EPAC1 agonist qHTS, biochemical assay; response scale: 100% = response to 6.5 mM cAMP; Potency, µM (highest dose often 154 µM), for inactives: at the highest dose activation, actives largely listed as activators; AID 720707; further: potency means the concentration at half of the fitted maximal effect; nearly all actives have a fitted effect of over 60% in size
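Nucleotide exchange assay: 100 nM EPAC1 with 250 nM Rap1B loaded with BODIPY-GDP and 50 uM GDP, room temperature. Fluorescence (480/540 nm) read every 5 min for 30 min; signal change normalized to 6.5 mM cAMP as full agonist.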
WRN helicase inh = blocks human WRN helicase; Q14191; WRN helicase unwinding, fluorescent forked duplex, kinetic; Potency, µM (highest dose often 114 µM), for the others: top-dose activity change, negative = inhibition, usual class: inhibitors; 360,000 compounds, 0.46% hits; further: potency means the concentration at half of the fitted maximal effect; on the % scale 0 is the no-effect control and ±100 the full control effect; nearly all actives have a fitted effect of over 55% in size
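Kinetic red-fluorescence monitoring (525/598 nm) tracks WRN helicase activity after 100 nM fluorophore-quencher forked duplex and 2 mM ATP are added to 20 nM enzyme pretreated 15 min at room temperature with compound.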
The depositor's hits bear a star; ? = inconclusive; nt = no result given; [ ] = another dose, or the depositor's remark. Unless noted, the call rests on the fitted dose curve; in most records, active means well fitted curve in the direction sought with a large enough effect; inconclusive means small, poorly fitted or top-dose-only effect, or another doubt; inactive means no such curve, though single readings can be large; an effect the other way counts as inactive or inconclusive.

no.	molecule	EPAC1 antag	PLK1 PBD block	Abeta rescue	PI5P4Ka inh	FUS yeast rescue	IL2 activator	aSyn yeast inh	EPAC1 agonist	WRN helicase inh
1	CCCS(=O)(=O)c1nc(S(=O)(=O)c2ccc(C)cc2)c(N2CCC(O)CC2)s1	-23%	-16%	14%	4	13%	1.0	-7%	1%	9%
2	O=c1cc(CN2CCCCCCC2)c2c(ccc3ccccc32)o1	-3%	-3%	18%	-6	0%	-0.2	-1%	6%	-9%
3	CCOC(=O)CNc1c(-c2ccc(O)cc2)nc2ccc(Cl)cn12	-10%	0%	-7%	nt	19%	-0.3	-4%	6%	-21%
4	COc1ccc(-n2ncc3c(=O)n(CC(=O)NC(C)C)cnc32)cc1	-23%	-6%	2%	1	-40%	0.4	-2%	8%	-2%
5	Cc1cc(C)n2nc(C(=O)OCC(=O)N3CC(C)CC(C)C3)nc2n1 (stereo not given)	-3%	2%	7%	5	4%	-0.4	0%	3%	-1%
6	CCN(CC)C(=O)C1=C(C)N(Cc2ccc(OC)cc2)C(=O)C(CC(=O)NC2CC2)C1 (stereo not given)	3%	-3%	2%	4	-11%	-0.1	-1%	-18%	7%
7	NC(c1ccccc1)c1csc(NC(=O)Nc2cccc(C(F)(F)F)c2)n1 (stereo not given)	-16%	-5%	-15%	-17	8%	-1.0	-27%	-9%	-3%
8	COC(=O)c1cccc2c1-c1ccccc1/C2=N/O	-17%	2%	-64%[inhibitor]	76	0%	-0.4	-20%	12%	-20%
9	CCOC(=O)N1CCN(C(=O)c2cc(OC)c(OC)c(OC)c2)CC1	14%	3%	2%	-1	-7%	0.5	6%	1%	-2%
10	O=C(Nc1cccc2ccccc12)/C(=C/c1cccc([N+](=O)[O-])c1)NC(=O)c1cccs1	-14%	-4%	10%	-10	16%	-0.7	-7%	4%	-2%
11	Nc1nc(-c2ccccc2)cc(N2CCCCC2)n1	-17%	-10%	11%	0	23%	-1.0	-3%	0%	3%
12	CCOC(=O)c1c(-c2ncc(C(F)(F)F)cc2Cl)noc1C	-21%	-10%	-11%	7	-17%	-2.5	-1%	-3%	0%
13	Cc1cccc(N(Cc2ccc(Cl)cc2)S(C)(=O)=O)c1	2%	13%	5%	4	15%	-0.1	3%	4%	-2%
14	Cc1cc2c(cc1C)C(c1cc(Br)ccc1F)CC(=O)N2 (stereo not given)	0%	-23%	15%	5	nt	0.0	18%	6%	12%
15	O=C(CSc1nc(-c2ccco2)cc(C(F)(F)F)n1)N1CCc2ccccc2C1	-3%	-11%	14%	-7	31%	0.4	-3%	2%	-8%
16	O=C(CSc1nc2c(c(=O)n1-c1ccc(Cl)cc1)SCC2)N1CCCC1	14%	-8%	13%	-6	12%	1.3	-5%	4%	-5%
17	Cc1cc(C)c[n+](C[n+]2cc(C)cc(C)c2)c1	-6%	-15%	-2%	-1	-22%	0.2	0%	5%	2%
18	CC(C)(C)c1ccc(C(=O)c2c[nH]c(C(=O)NCC3CCCO3)c2)cc1 (stereo not given)	0%	1%	5%	-12	3%	0.1	-10%	-1%	3%
19	CCc1ccc(S(=O)(=O)Nc2c(C)nc3nc[nH]n3c2=O)cc1	?	-5%	19%	-2	20%	0.9	1%	0%	-2%
20	COCC(=O)Nc1cc(OC)ccc1OC	-6%	-9%	-5%	0	-28%	-1.7	-3%	8%	5%
21	CCc1ccc(OCC2NCCc3cc(OC)c(OC)cc32)cc1 (stereo not given)	-2%	6%	3%	2	-11%	0.0	6%	-6%	2%
22	O=C(NC(=S)NNC(=O)c1ccco1)c1ccc(Br)cc1	4%	-27%	-35%[inhibitor]	?	-7%	1.3	?	-3%	4%
23	CCOC(=O)c1ccc(NC(=O)CSc2nc(=O)n(CCN3CCOCC3)c3c2CCC3)cc1	0%	-8%	-2%	2	26%	0.6	-17%	2%	2%
24	NNC(=O)c1sc2nc(N3CCOCC3)c3c(c2c1N)CCCC3	-1%	6%	13%	-26	?	-0.3	1%	-2%	-3%
25	Cc1ccc(S(=O)(=O)N2CCC(C(=O)Nc3ccc(S(=O)(=O)N4CCCC4)cc3)CC2)cc1	-26%	-9%	-2%	0	?	-0.4	0%	1%	2%
26	O=C(CCC1CCCC1)N1CCN(C(=O)COc2ccccc2)CC1	-2%	24µM*	22%	-24	16%	-2.6	1%	-4%	4%
27	N=c1oc2ccc(Br)cc2cc1C(=O)NCc1ccccc1	-26%	-3%	-5%	1	nt	-2.2	-3%	20%	?
28	Cc1ccc(-c2nnc(Nc3ccc(CC(N)=O)cc3)c3ccccc23)cc1	2%	-13%	-9%	nt	19%	2.9	-3%	-5%	-1%
29	CC(=O)c1ccc(OC(=O)COc2ccccc2)cc1	-2%	?	-6%	-8	-26%	0.1	9%	0%	-8%
30	OCCNc1nc(Nc2ccc(Br)cc2)nc2ccccc12	-16%	?	-32%	-14	39%	-1.2	-3%	3%	-33%
31	CN1CCN(c2nc3nonc3nc2N2CCN(C)CC2)CC1	0%	-2%	3%	2	16%	0.3	3%	14%	-3%
32	Cc1ccc(CNC(=O)CSc2nc3[nH]ncc3c(=O)[nH]2)cc1	9%	27µM*	-4%	5	21%	-1.9	-6%	-3%	11%
33	CCCCNC(=O)C1CC(=O)N(C2CCCC2)C1 (stereo not given)	-6%	-2%	-7%	nt	-21%	-2.1	-6%	4%	-6%
34	CCOc1ccc(CCNC(=O)CSCC(=O)Nc2ccc(OC)cc2)cc1OCC	-23%	0%	-18%	4	-5%	0.9	1%	-10%	-1%
35	O=C(Nc1ccc(Cl)cc1C(F)(F)F)C(Sc1nnc(-c2cccs2)o1)c1ccccc1 (stereo not given)	-18%	?	2%	-11	nt	0.5	14%	2%	-35%
36	COc1ccc(C2C(C(=O)Nc3ccccn3)=C(C)Nc3ncnn32)c(OC)c1 (stereo not given)	8%	6%	-2%	0	-28%	1.1	0%	0%	2%
37	O=[N+]([O-])c1ccc(N2CCCCC2)cn1	-4%	-7%	-10%	1	4%	1.4	1%	5%	3%
38	COc1ccc(CCNC(=O)c2c([S-])n(-c3ccc(C)cc3)c3cccc[n+]23)cc1	-3%	-18%	12%	-3	31%	0.1	4%	-3%	-4%
39	C/C(=N\NC(=O)c1ccco1)c1cccc2ccccc12	0%	3%	1%	0	-20%	-1.0	0%	-1%	-6%[57.1 µM]
40	COc1cccc(NC(=O)c2nn(C)c3c2CS(=O)(=O)c2ccccc2-3)c1	-12%	3%	5%	-1	-3%	-2.0	1%	-4%	5%
41	O=C(N1CCN(c2cccc(Cl)c2)CC1)C1(c2cccs2)CCOCC1	-28%	-3%	-4%	3	nt	-1.3	22%	7%	2%
42	Cc1ccc(CC#N)c(-c2c(CC#N)ccc(C)c2C)c1C	-6%	-9%	13%	0	-24%	-3.2	4%	-6%	-3%
43	O=C(CC(Nc1ccccc1)C(=O)O)c1ccccc1 (stereo not given)	-8%	-12%	15%	1	14%	-0.9	?	-2%	-35%
44	Cn1cc(Cl)c(C(=O)Nc2nc3ccccc3s2)n1	3%	-4%	-32%	nt	-13%	-2.4	-15%	3%	-3%
45	Cc1ccc(C)c(NC(=O)Nn2cnnc2)c1	-19%	-15%	-4%	3	7%	-0.7	?	9%	7%
46	CN(C)CCCNC1=CC(=O)OC12CCCCC2	15%	-2%	0%	8	20%	1.5	-12%	-5%	-9%
47	Cc1cccc(NC(=S)N/N=C/c2c[nH]c3ccccc23)c1	-24%	-13%	-91%[inhibitor]	1	?	-0.8	11%	27%	-23%
48	Cc1ccc(S(=O)(=O)N(C)C[C@@H]2Oc3c(NS(C)(=O)=O)cccc3C(=O)N([C@H](C)CO)C[C@@H]2C)cc1	-9%	-9%	24%	1	13%	-0.4	-1%	14%	2%
49	COc1ccc(S(=O)(=O)Cc2ccc(C(=O)N3CCCC3)o2)cc1	-4%	-4%	1%	0	-20%	-1.2	-7%	-6%	-2%
50	O=C(Nc1ccccc1[N+](=O)[O-])c1cccc(N2C(=O)CCC2=O)c1	-18%	-18%	2%	0	16%	-0.7	1%	-23%	-29%
51	COc1ccc(CCC(C)NCC2CCCCC2)cc1 (stereo not given)	-15%	-8%	?	0	3%	1.2	0%	-2%	-10%
52	O=C(CCS(=O)(=O)c1ccc(Cl)cc1)NCCC1=CCCCC1	2%	8%	-1%	7	nt	2.8	1%	8%	-9%
53	O=S(Cc1ccccc1)Cc1ccccc1	10%	4%	6%	0	-25%	1.7	6%	-11%	9%
54	COc1ccc(CCC(=O)N2CCN(S(=O)(=O)c3ccc(OC)cc3)CC2)cc1	-4%	-7%	-3%	-1	10%	0.2	-3%	5%	-1%
55	Cc1[nH]c2ccccc2c1C(=O)COC(=O)c1c(-c2c(F)cccc2Cl)noc1C	-25%	3%	21%	25	nt	-0.5	-23%	16%	-13%
56	Cn1c(=O)[nH]c(=O)c2c1nc(Br)n2CCSc1ncccn1	14%	-3%	17%	nt	-3%	-2.7	-6%	-3%	2%
57	Cc1ccc(C(=O)NCC(=O)N/N=C/c2cccs2)cc1[N+](=O)[O-]	0%	-4%	-20%	1	0%	0.8	-3%	-2%	-5%
